# Source: PubChem BioAssay (several laboratories)
# CSM14.1 death rescue = rescue of cells from ER stress-induced death, primary screen, 384-well, CSM14.1, thapsigargin, ATP luminescence (AID 1222); CSM14.1 thapsigargin-induced death rescue, ATP luminescence; higher % means a stronger effect; cellular ATP content (survival), % at 20 µM, or EC50 in µM where a hit was titrated; 190,000 tested, under 10 active;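 active = EC50 below 50 µM in the dose-response confirmation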;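 also: death triggered by thapsigargin at about 15 µM added after 2 h compound pretreatment; cell ATP read after overnight thapsigargin exposure of roughly 18 to 22 hours; normalized against plate controls of thapsigargin alone and 5% DMSO vehicle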
# TNAP activators = human TNAP enzyme activators, primary screen, biochemical, luminescent, no phosphate acceptor, uHTS (AID 1001); purified TNAP, luminescent activation assay, no phosphate acceptor; higher activation fold means a stronger effect; activation fold at 20 µM, or EC50 in µM where a hit was titrated; 200,000 tested, 0.03% active; in the data active = activation fold from about 3, or a potency from the dose series; inactive = the rest, 99 in 100 with activation fold below about 1.6; also: many of its hits are not listed in these tables
# PMI inhibitors = inhibitors of human PMI, primary screen, biochemical, fluorescence intensity, coupled assay (AID 1209) | purified PMI enzyme, coupled fluorescence intensity; higher % means a stronger effect | inhibition, % at 20 µM; hits with a dose series show IC50 in µM | 190,000 tested, 0.42% active;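 also: plate controls were DMSO vehicle for no effect and wells lacking substrate for full effect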
# WT yeast gro inh = growth inhibition of WT yeast, mitochondrial fusion screen; 190,000 tested, 2.1% active; mitochondrial fusion phenotypic screen, WT strain; inhibition, % at 10 µM; in the data active = inhibition above about 58%; tested in S. cerevisiae
# P. falciparum M1AAP = malaria alanyl aminopeptidase activity blockers – biochemical, fluorogenic H-Leu-NHMec substrate, 1536-well (AID 1445) | recombinant M1AAP, H-Leu-NHMec fluorogenic kinetic assay; higher % means a stronger effect | one-dose inhibition, % at 30 µM; IC50 in µM for titrated hits | 220,000 tested, 0.42% active;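 active = primary inhibition above the hit cutoff, then over 50% inhibition at one or more dose response concentrations, cut at about 23% in these data, passing the limit was not always enough; inconclusive = conflicting primary data, or primary hits not chosen for dose response; inactive = low primary inhibition, or under 50% at every dose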;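 also: plate controls were DMSO full reaction for no effect and no enzyme background for full effect; strong numbers were not always called active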
# Myeloid diff 2 = myeloid differentiation induction; ER-HoxA9 myeloid progenitors, lysozyme-GFP differentiation, flow cytometry; calls only at 10 µM; 360,000 tested, 1% active;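 active = normalized GFP-positive differentiation at or above the plate's own cutoff, the solvent-only control mean plus 3 SD; inconclusive = no clear call, values can overlap the other calls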;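 also: cells exposed to compound for four days before flow analysis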
# Hep lipid drop = hepatic lipid droplet formation modulation; 240,000 tested, 0.4% active; inhibition, % at 6.5 µM; AML12 mouse hepatocytes, oleate lipid droplets, BODIPY imaging;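 active = lipid droplet intensity inhibited by at least 50%, with more than 500 cells counted; inconclusive = wells with under 300 cells, treated as cytotoxic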
#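 Material – AML12 mouse liver cells · Also added – oleate loading, 100 µM · Compound dosing – 6.5 µM single-point dosing · Times – overnight treatment with compound plus oleate · Measured by – fluorescence imaging, 20x objective, two fields per well · Read-out – percent inhibition of filter-corrected integrated lipid droplet intensity per well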
# human PMI inhibitors = MPI inhibition at elevated mannose 6-phosphate – biochemical, fluorescence intensity, high mannose 6-phosphate, primary screen (AID 1220); recombinant PMI enzyme, coupled fluorescence intensity; higher % means a stronger effect; one-dose inhibition, % at 20 µM; IC50 in µM for titrated hits; 190,000 tested, 0.66% active
# UTI89 phage lysis = inhibition of K1F phage lysis, E. coli UTI89, bacterial capsule biogenesis inhibitors, alamar blue (AID 488966); E. coli UTI89 K1F phage lysis, alamar blue, 2 h; higher % means a stronger effect; inhibition, % at 100 µM; hits with a dose series show IC50 in µM; 340,000 tested, 0.02% active;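 active = phage lysis inhibition, versus mean bacterial control, above a set limit; inconclusive = no clear call, values can overlap the other calls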;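 also: capsule biogenesis inhibitors block K1F phage lysis so surviving cells raise fluorescence; higher fluorescence means more inhibition of phage lysis; actives were called in the ten point dose series up to 300 µM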
# WT yeast gro inh mutant strain = second read-out of WT yeast gro inh, no call of its own (marks repeat the call); inhibition, %; mitochondrial fusion phenotypic screen, mutant strain inhibition
# Hep lipid drop cells 6.5 µM = second read-out of Hep lipid drop, no call of its own (marks repeat the call); cell count; measured here: cell count, cytotoxicity flag;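 cells counted across two imaged fields per well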
# Myeloid diff 2 GFP+ MAC1+ % = also measured in Myeloid diff 2; calls as there; GFP+ MAC1+ double positive, %; measured here: differentiation confirmed by MAC1 staining
# * hit, by the source's call; i = inactive; ? = inconclusive; . = no result given; + = active, no number; & = joins results of further samples; [ ] = dose if it differs, or a comment. Rule as the data show it, unless noted: active = inhibition above about 50%; inactive = the rest. Hits appear at their usual frequency (roughly 4.6% active in at least one column).
SMILES,CSM14.1 death rescue,TNAP activators,PMI inhibitors,WT yeast gro inh,WT yeast gro inh mutant strain,P. falciparum M1AAP,Myeloid diff 2,Myeloid diff 2 GFP+ MAC1+ %,Hep lipid drop,Hep lipid drop cells 6.5 µM,human PMI inhibitors,UTI89 phage lysis
O=C(NNC(=O)c1ccccc1Br)c1ccc(SCC2CCCO2)c([N+](=O)[O-])c1 (stereo unspecified),-1.0%,1.2,4%,-8,-11,3%,i,1.1,.,.,-3%,3.7%
Cc1ccc(-n2c(N)c(C(N)=O)sc2=S)cc1,-0.1%,1.1,49%,6,2,2%,i,0.6,.,.,-6%,0.2%
COc1ccc(CNCCC(c2ccccc2)c2ccc3c(c2)OCO3)cc1 (stereo unspecified),-6.5%,1,-5%,-11,16,-3%,i,8.6,.,.,-6%,0.4%
Cc1ccc(S(=O)(=O)Nc2cc(C(F)(F)F)ccc2N2CCOCC2)cc1,-1.2%,1.1,9%,5,-3,7%,i,0.4,-6,622,10%,0.1%
O=C(Nc1ccc2nc(-c3ccc(Br)o3)[nH]c2c1)c1cccs1,-2.2%,1.1,2%,-6,8,4%,i,0.4,.,.,8%,2.0%
CCOC(=O)CC(=O)CSc1nc(C)cc(C)c1C#N,-1.1%,1,4%,-18,-17,3%,i,0.7,-12,661,3%,-0.3%
CCCCOCCCNC(=O)N[C@@H](CC(C)C)C(=O)O,.,1,12%,-10,-10,5%,i,8.2,7,682,13%,0.3%
Cc1c(-n2c(SC(C)C(=O)NC(N)=O)nc3ccccc3c2=O)c(=O)n(-c2ccccc2)n1C (stereo unspecified),2.3%,1,-2%,-11,-3,-10%,i,0.4,-10,660,2%,0.2%
CCOC(=O)N1CCC(N2C(=O)c3cc(C(=O)NC4CCCCC4)ccc3C2O)CC1 (stereo unspecified),-0.1%,1.1,-4%,9,3,-2%,i,2.5,.,.,-5%,-2.8%
Cc1cc(C)c(S(=O)(=O)c2ccccc2)c(OC(=O)c2c(Cl)cc(Cl)cc2Cl)n1,-0.9%,1.1,16%,8,11,7%,i,0.9,.,.,14%,0.4%
CCN(CC)C(=O)C1CCCN(Cc2ccc(OC)c(C)c2C)C1 (stereo unspecified),.,1,14%,7,16,-7%,i,2.0,-25,686,4%,-0.6%
Cc1cccc(CC2CC(=O)N(C3CCCCC3)C2=O)c1 (stereo unspecified),.,1,15%,-4,3,4%,i,4.7,-1,698,24%,0.0%
O=C(Nc1nc(-c2ccc(-c3ccccc3)cc2)cs1)c1cnccn1,-0.4%,2.2,-9%,1,-13,-3%,i,0.3,12,622,-2%,0.0%
COc1ccc(S(=O)(=O)Nc2ccc(S(=O)(=O)N3CCCC3)cc2)cc1,-1.1%,1.1,7%,-2,4,-1%,i,0.9,3,725,8%,-0.1%[50 µM]
CC(c1ccccc1)C1OCC(C[N+]2(C)CCCCC2)O1 (stereo unspecified),0.7%,1,1%,-6,-11,-1%,i,0.1,-11,687,-14%,0.9%
NC(=O)NC(CC(=O)NCCc1ccc(S(N)(=O)=O)cc1)c1ccc(Cl)cc1 (stereo unspecified),.,.,.,.,.,1%,i,0.9,0,739,.,-1.8%[50 µM]
C=CCN1C(=O)C(CC(=O)Nc2ccccc2F)S/C1=N\c1nccs1 (stereo unspecified),.,.,.,.,.,3%,i,0.4,-25,665,.,0.1%
O=C(NCc1ccccc1)c1n[nH]nc1-c1ccccc1O,-1.0%,1.1,6%,-10,-17,7%,+,4.5*,.,.,2%,-1.4%
COC1=C(Nc2ccccc2)C(=O)c2ccccc2C1=O,-1.3%,0.8,-30%,26,21,13%,i,1.1,-2,632,4%,3.9%[50 µM]
COC(=O)C1=C(C)NC(C)=C(C(=O)OC)C1C(=O)OC1CCCCC1=O (stereo unspecified),-1.6%,1.1,1%,8,3,-2%,i,1.1&0.4,-7,562,2%,0.4%&1.5%

# Continued; it opens with the two that closed the last part.
SMILES,CSM14.1 death rescue,TNAP activators,PMI inhibitors,WT yeast gro inh,WT yeast gro inh mutant strain,P. falciparum M1AAP,Myeloid diff 2,Myeloid diff 2 GFP+ MAC1+ %,Hep lipid drop,Hep lipid drop cells 6.5 µM,human PMI inhibitors,UTI89 phage lysis
COC1=C(Nc2ccccc2)C(=O)c2ccccc2C1=O,-1.3%,0.8,-30%,26,21,13%,i,1.1,-2,632,4%,3.9%[50 µM]
COC(=O)C1=C(C)NC(C)=C(C(=O)OC)C1C(=O)OC1CCCCC1=O (stereo unspecified),-1.6%,1.1,1%,8,3,-2%,i,1.1&0.4,-7,562,2%,0.4%&1.5%
COc1nnc(-c2ccc(N3CCOCC3)c(NC(=O)c3ccccc3)c2)c2ccccc12,-0.1%,1.1,12%,15,2,13%,i,2.2,-16,810,8%,-0.4%
Cc1oc(-c2cccc(Cl)c2)nc1CSc1nc2c(c(=O)[nH]1)CCC2,-2.8%,1,-1%,19,-19,5%,i,1.7,-7,748,10%,-0.5%
Cc1nc(SCC(=O)N2CCN(c3ccccc3)CC2)c2oc3ccccc3c2n1,-2.0%,1.1,0%,47,52,5%,i,1.4,.,.,5%,0.7%
O=c1[nH]c2ccc(S(=O)(=O)NCc3ccccc3)cc2[nH]1,0.2%,0.8,4%,-11,4,-7%,i,0.3,-11,684,4%,-0.2%
O=C(c1ccco1)N1CCN(/C(=N/S(=O)(=O)c2cccs2)c2ccccc2Cl)CC1,0.3%,1.1,9%,-26,-5,5%,?,.,1,666,10%,0.7%
COc1cccc(N2CC(C(=O)Nc3nnc(SCc4cccnc4)s3)CC2=O)c1 (stereo unspecified),1.1%,1.1,16%,-14,-6,8%,i,0.5,-1,710,13%,0.9%[50 µM]
Cc1ccc(Nc2nc3ccccc3s2)c(C)c1,-5.9%,1.5,4%,12,16,0%,i,0.2,0,711,20%,-0.6%
CCC(=O)Nc1c(C(=O)Nc2cccc(OC)c2)oc2ccccc12,-1.3%,1.1,2%,15,17,8%,i,3.7,.,.,7%,1.2%
Cc1cc(C)nc(Nc2ncc(O)n2-c2ccc(Br)cc2)n1,-1.1%,1.1,-3%,-5,2,-2%,i,0.1,0,643,4%,-1.1%
Cc1nnc(NC(=O)c2ccccc2NC(=O)c2ccccc2)s1,.,.,.,.,.,6%,i,0.9,5,715,.,0.6%
CCN(C(=O)COC(=O)c1cc(-c2cccc3ccccc23)nc2ccccc12)C1CCS(=O)(=O)C1 (stereo unspecified),2.5%,1.2,14%,2,-8,4%,i,0.6,-1,642,5%,3.8%
CCOc1ccc(C2CC(c3ccccc3C)n3ncnc3N2)cc1 (stereo unspecified),-0.6%,0.9,-9%,12,2,0%,i,2.0,.,.,-6%,11%
COc1ccccc1C(=O)Nc1nc2nc(-c3ccccc3)cc(=O)n2[nH]1,-5.0%,0.9,-8%,-12,-1,15%,i,1.1,-3,763,-20%,-0.3%
CCn1c(SCC(=O)N2CCCc3ccccc32)nc2c1c(=O)n(C)c(=O)n2C,-1.2%,1,-8%,-42,-11,0%,i,9.1,.,.,-4%,-0.2%
Cc1ccc2nc(-c3cccnc3)c(Nc3ccccc3C)n2c1,-3.3%,1.2,6%,-11,4,1%,i,0.4,27,665,5%,0.2%
COc1cc(C(C)=O)ccc1OCCN1CCC(Cc2ccccc2)CC1,-1.9%,1.1,-16%,16,30,4%,i,0.3,-17,662,-15%,0.2%
CCSc1nnc(NC(=O)c2cc(C)nc3ccccc23)s1,-1.0%,1.1,5%,-14,-13,9%,i,1.4,.,.,7%,-1.6%
COC(=O)CN(c1ccccc1F)S(=O)(=O)c1ccccc1,-2.5%,1.1,1%,-5,-13,7%,i,0.9,-1,766,-8%,0.3%
COc1cccc(C(=O)c2c[nH]c(C(=O)NCc3cccnc3)c2)c1,.,1.1,-7%,6,6,-2%,i,0.2,1,722,-6%,-0.1%
O=C(O)/C=C/C(=O)Nc1ccc(OC(F)(F)F)cc1Br,.,.,.,.,.,-1%,i,0.5,-1,697,.,0.9%
COCCn1c(N)c(N(Cc2ccccc2)C(=O)C2CCCCC2)c(=O)[nH]c1=O,-1.4%,1,-17%,-8,20,-4%,i,1.0,-1,702,3%,-0.1%
CC1C(Br)C(=O)NC(=O)N1Cc1ccccc1 (stereo unspecified),1.9%,1.1,-10%,-13,6,-2%,i,1.7,-6,684,2%,0.6%
COc1ccccc1/C=C(/C(=O)OCC(=O)Nc1ccc(N(C)C)cc1)c1ccccc1,-1.3%,1,11%,-2,-9,4%,i,0.8,7,697,16%,2.7%
NCCCC[C@@H]1NC(=O)[C@H](CCC(=O)O)NC(=O)c2cc([N+](=O)[O-])cc(I)c2SC[C@@H](C(=O)NCC(N)=O)NC1=O,0.1%,1.1,-15%,-21,-6,12%,i,0.7,0,701,-52%,-0.3%
COC(=O)C1=C(C)Nc2c(c(=O)n(C)c(=O)n2C)C1c1cccnc1 (stereo unspecified),-2.5%,1.1,-2%,-10,0,7%,i,0.8,-16,700,3%,4.0%
Cc1ccc(-c2noc(CCC(=O)NCC3CCN(Cc4cccc(C)c4)CC3)n2)cc1,.,1,1%,9,0,2%,i,0.6,-1,650,-1%,0.0%
COc1ccc(NC(=O)Cn2nnc(C(=O)NCCc3ccc(OC)c(OC)c3)c2N)c(OC)c1,.,1.1,-4%,-9,-43,0%,i,0.6,0,714,-11%,0.4%
CCOC(=O)c1c(C)n(C)c2ccc(OCC(O)CN3CCCCCC3)cc12 (stereo unspecified),-1.2%,1.1,-1%,13,5,10%,i,2.4,.,.,5%,-1.7%
CCc1cc(SC#N)cc(CC)c1NC(=O)CCl,4.4%,1,-26%,-12,-9,-2%,i,0.2,81*,680*,-19%,-0.1%
C/C(N)=C(/C#N)C(=O)CSc1nnc(NC(C)C)s1,-0.2%,1.1,1%,26,0,2%,i,11,.,.,8%,0.1%
O=c1c2ccccc2ncn1-c1ccccc1C(F)(F)F,-0.4%,1.1,5%,14,1,.,i,0.4,5,694,2%,0.0%
Cc1nc2cc(Cl)ccc2n1CCO,-2.8%,1.1,-1%,0,-22,-3%,i,8.8,6,732,-4%,-1.0%
Cc1ccc(S(=O)(=O)NC(=O)Nn2c(C)nnc2C)cc1,-2.5%,1.1,10%,-3,2,1%,i,0.8,7,689,4%,4.3%
CCOc1ccccc1-c1nc2c(C(C)(C)C)nn(C)c2c(=O)[nH]1,-0.4%,1.1,0%,3,-7,5%,.,.,9,773,0%,.
